UBC13 inh – blocks human UBC13 polyubiquitin chain formation | P61088 | TR-FRET | inhibition, % at 20 µM | 330,000 compounds, 0.47% hits; in the data active means inhibition above about 45%, passing the limit was not always enough
Target sequence (P61088 whole entry, looked up): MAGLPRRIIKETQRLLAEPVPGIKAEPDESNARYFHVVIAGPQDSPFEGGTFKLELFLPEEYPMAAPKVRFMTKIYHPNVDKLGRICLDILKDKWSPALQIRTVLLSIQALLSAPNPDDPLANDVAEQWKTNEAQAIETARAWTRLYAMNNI
SENP7 inh – SENP7 protease inhibition. recombinant SENP7, Z-RLRGG-aminoluciferin luminescence, 40 min. inhibition, % at 5 µM. AID 434973. 330,000 compounds, 1.5% hits;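 active means inhibition above about 50% at the single test dose, limit read from the data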;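 further: plate controls were DMSO with enzyme for no effect and no enzyme buffer wells for full effect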
Target sequence (Q9BQF6 706-1050 limits assumed): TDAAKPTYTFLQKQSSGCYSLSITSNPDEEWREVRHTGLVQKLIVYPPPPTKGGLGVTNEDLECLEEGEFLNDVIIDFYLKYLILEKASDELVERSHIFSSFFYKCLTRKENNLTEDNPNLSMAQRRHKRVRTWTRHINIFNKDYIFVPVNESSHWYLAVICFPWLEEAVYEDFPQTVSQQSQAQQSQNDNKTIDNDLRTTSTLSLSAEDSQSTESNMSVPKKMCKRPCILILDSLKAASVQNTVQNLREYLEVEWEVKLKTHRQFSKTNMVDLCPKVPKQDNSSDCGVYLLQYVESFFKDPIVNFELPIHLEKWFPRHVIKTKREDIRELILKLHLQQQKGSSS
beta cell repl – MIN6 beta-cell proliferation induction | proliferation, % at 10 µM | 330,000 compounds, 0.29% hits | MIN6 cells proliferation, ATPlite luminescence, 48 h; cells starved in 0.2% serum; 100% = growth in 10% serum;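 active means compounds whose signal lies at least 3.5 SD above the mean of all wells on their plate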;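 further: 0% = DMSO-treated cells in low-serum medium and 100% = 10% serum control; some compounds called inactive have numbers as strong as hits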
SENP6 block – blocks the human protease SENP6; Q9GZR1; Recombinant SENP6 catalytic domain, aminoluciferin luminescence; inhibition, % at 10 µM; 330,000 compounds, 1.8% hits; AID 2599;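 active means inhibition above about 50% at the single tested dose, limit read from the data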;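 further: plate controls were DMSO wells with enzyme for no effect and DMSO wells lacking enzyme for full effect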
SENP8 block-1 – SENP8 protease inhibition | purified SENP8, Z-RLRGG-aminoluciferin cleavage, luminescence | inhibition, % at 10 µM | 330,000 compounds, 1.2% hits | AID 2540 | Q96LD8; in the data active means inhibition above about 50%
Target sequence (Q96LD8 whole entry, looked up): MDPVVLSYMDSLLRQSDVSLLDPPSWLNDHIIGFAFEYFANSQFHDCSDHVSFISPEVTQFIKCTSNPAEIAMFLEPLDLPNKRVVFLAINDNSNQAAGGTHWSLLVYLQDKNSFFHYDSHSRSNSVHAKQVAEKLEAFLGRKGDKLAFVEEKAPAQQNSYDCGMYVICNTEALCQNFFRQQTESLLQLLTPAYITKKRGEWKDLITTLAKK
HKDC1 inhibitor – blocks human hexokinase HKDC1 activity | Q2TB90 | recombinant HKDC1, G6PDH/diaphorase resazurin coupled fluorescence | inhibition, % at 20 µM | 340,000 compounds, 0.16% hits | AID 493160;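 active means inhibition above about 35% when tested at 20 µM, limit read from the data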;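 further: plate controls were DMSO wells with enzyme for no effect and DMSO wells lacking enzyme for full effect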
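Assay system – recombinant HKDC1 (HK5) hexokinase enzyme, produced in-house · Input – HKDC1 at 5 µg/mL · Reagent – glucose plus 1 mM ATP as hexokinase substrates · Timing – 90 min reaction incubation at room temperature, dark · Measured by – G6PDH/diaphorase-coupled fluorescence, 1 mM NADP, 100 µM resazurin, 525/613 nm · Benchmarks – DMSO-enzyme wells negative, buffer-substituted wells positive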
SENP8 block-2 – inhibitors of human SENP8 protease | Q96LD8 | recombinant SENP8, Nedd8 substrate fluorescence | inhibition, % at 20 µM | 360,000 compounds, 0.64% hits | AID 602440; in the data active means inhibition mostly above about 40%, no sharp cut-off; inactive means mostly below about 27%
PfGluPho inh – PfG6PD (Plasmodium falciparum) enzyme inhibition. PfGluPho enzyme, NADPH resazurin-diaphorase fluorescence. inhibition, % at 20 µM. 350,000 compounds, 0.78% hits;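 active means inhibition reaching at least a set limit at 20 µM in the primary screen, cut at about 59% in these data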;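 further: 0% = DMSO wells with substrate and 100% = DMSO wells lacking glucose-6-phosphate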
SENP1 inh – inhibitors of human SENP1 SUMO protease catalytic domain | inhibition, % at 10 µM | AID 624204 | Q9P0U3 | 360,000 compounds, 0.21% hits | recombinant SENP1 catalytic domain, CyPet-SUMO1-YPet FRET cleavage;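 active means inhibition at least 30% at 10 µM, raw YFP signal under a set limit, fluorescence ratio 0.5 to 1.5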;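 further: 0% = enzyme with DMSO and 100% = no enzyme wells; some results filed as inactive read as strong as hits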
Target sequence (Q9P0U3 419-644 limits assumed): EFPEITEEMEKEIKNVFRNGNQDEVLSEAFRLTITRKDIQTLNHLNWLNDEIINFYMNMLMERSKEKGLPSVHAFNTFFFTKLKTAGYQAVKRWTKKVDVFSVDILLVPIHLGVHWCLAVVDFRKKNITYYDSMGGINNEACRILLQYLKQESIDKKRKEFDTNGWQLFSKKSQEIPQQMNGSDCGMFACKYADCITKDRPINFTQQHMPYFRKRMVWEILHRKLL
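Test system: recombinant human SENP1 catalytic domain, His6-tagged / Medium: pH 8 Tris buffer with EDTA, NaCl, BME, BSA, NP40, catalase / Also added: SUMO1 FRET substrate flanked by Cypet and Ypet, 25 nM / Times: 50 min reaction at room temperature / Signal: FRET, CFP and YFP emission / Control set: no-enzyme low control and enzyme-plus-DMSO high control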
Active calls of the source: *.

How did C=CCOc1ccc(CN(C)C(=O)C2CCCO2)cc1 (stereo not given) do in these assays?
UBC13 inh: -1.3; SENP7 inh: -2.5; beta cell repl: -2.9; SENP6 block: -16.2; SENP8 block-1: 6.3; HKDC1 inhibitor: -4.7; SENP8 block-2: 23.3; PfGluPho inh: -12.1; SENP1 inh: 0.7

What do the screens show for `Cc1ccc(S(=O)(=O)N2CCCCC2)cc1C(=O)NCc1ccncc1`?
UBC13 inh: 5.6; SENP7 inh: 3.9; beta cell repl: 0.0; SENP6 block: -15.0; SENP8 block-1: -3.7; HKDC1 inhibitor: 3.7; SENP8 block-2: 5.4; PfGluPho inh: 5.7; SENP1 inh: -1.3

Results for CN1CCS/C1=C/C=C1\SC(=S)N(CC(=O)O)C1=O ?
UBC13 inh: inactive; SENP7 inh: 6.6; beta cell repl: -2.0; SENP6 block: 13.3; SENP8 block-1: -0.1; HKDC1 inhibitor: -7.7; SENP8 block-2: 25.4; PfGluPho inh: -9.9; SENP1 inh: 65.5*

Results for CC1(C)S[C@@H]2[C@H](NC(=O)[C@H](N)c3ccccc3)C(=O)N2[C@H]1C(=O)OC1OC(=O)c2ccccc21 (stereo not given in full) ?
UBC13 inh: 0.5; SENP7 inh: 2.6; beta cell repl: -4.0; SENP6 block: 3.1; SENP8 block-1: 7.6; HKDC1 inhibitor: -6.4; SENP8 block-2: -35.4; PfGluPho inh: -1.3; SENP1 inh: -1.2

How did CCOc1cc(C(=O)N/N=C(\C)Cc2ccc(OC)cc2)cc(OCC)c1OCC do in these assays?
UBC13 inh: -2.6; SENP7 inh: -0.6; beta cell repl: -1.8; SENP6 block: 3.0; SENP8 block-1: 3.8; HKDC1 inhibitor: -8.1; SENP8 block-2: 9.4; PfGluPho inh: -2.2; SENP1 inh: 4.7

What do the screens show for `Cc1cc(CCN2CCC(=O)NC2=S)ccc1OC(C)C`?
UBC13 inh: -3.2; SENP7 inh: 0.7; beta cell repl: 0.3; SENP6 block: -1.2; SENP8 block-1: -0.3; HKDC1 inhibitor: -8.7; SENP8 block-2: 27.0; PfGluPho inh: -9.4; SENP1 inh: 1.5

What do the screens show for `O=c1c2c(-c3ccccc3)csc2nc2n1CCC2`?
UBC13 inh: 4.1; SENP7 inh: 3.7; beta cell repl: -1.8; SENP6 block: -8.2; SENP8 block-1: -0.5; HKDC1 inhibitor: 0.8; SENP8 block-2: 7.0; PfGluPho inh: 13.5; SENP1 inh: 0.6

How did COc1cccc(C2NC(CCSC)(C(=O)O)C3C(=O)N(C(C)C)C(=O)C23)c1O (stereo not given) do in these assays?
UBC13 inh: 1.7; SENP7 inh: -10.7; beta cell repl: -1.9; SENP6 block: 7.9; SENP8 block-1: -7.3; HKDC1 inhibitor: -0.2; SENP8 block-2: 2.9; PfGluPho inh: -19.2; SENP1 inh: 2.1

Results for CCOC(=O)c1ccc(CNC(=O)Cn2nnc(-c3cccc(C)c3)n2)o1 ?
UBC13 inh: -1.5; SENP7 inh: 1.2; beta cell repl: 5.4; SENP6 block: 3.4; SENP8 block-1: 0.7; SENP8 block-2: 19.0; SENP1 inh: 1.0

What do the screens show for `O=c1[nH]nc(-c2ccc(F)cc2)cc1Cc1ccccc1`?
UBC13 inh: 3.9; SENP7 inh: 2.4; beta cell repl: -1.7; SENP6 block: -23.5; SENP8 block-1: -16.2; HKDC1 inhibitor: 5.5; SENP8 block-2: 17.2; PfGluPho inh: -6.4; SENP1 inh: 1.0

Results for O=C(CSc1nnc2ccccn12)NNC(=O)c1cccc([N+](=O)[O-])c1 ?
UBC13 inh: 7.4; SENP7 inh: -4.0; beta cell repl: 2.8; SENP6 block: -12.4; SENP8 block-1: 1.2; HKDC1 inhibitor: -7.0; SENP8 block-2: -3.7; PfGluPho inh: -10.0; SENP1 inh: 1.6

How did CC(=C/c1ccc(C(C)C)cc1)/C=N/NC(=O)c1ccncc1 do in these assays?
UBC13 inh: 0.8; SENP7 inh: -0.7; beta cell repl: 0.2; SENP6 block: -7.8; SENP8 block-1: -6.3; HKDC1 inhibitor: -4.5; SENP8 block-2: -12.5; PfGluPho inh: 0.6; SENP1 inh: 5.0

What do the screens show for `Cc1ccc(S(=O)(=O)N2CCC(=O)N(C(COCc3ccc(Cl)cc3)Cc3ccccc3)CC2)cc1` (stereo not given)?
UBC13 inh: -0.7; SENP7 inh: -5.3; beta cell repl: -7.5; SENP6 block: -1.3; SENP8 block-1: -3.5; HKDC1 inhibitor: 7.2; SENP8 block-2: 17.8; PfGluPho inh: 14.4; SENP1 inh: 1.3

How did CCCCn1c(CN2CCN(C(=O)OCC)CC2)nc2c1c(=O)n(C)c(=O)n2C do in these assays?
UBC13 inh: -0.1; SENP7 inh: 5.8; beta cell repl: -1.6; SENP6 block: -6.6; SENP8 block-1: 7.8; HKDC1 inhibitor: -3.6; SENP8 block-2: 2.7; PfGluPho inh: 3.0; SENP1 inh: -0.9

What do the screens show for `O=C(CC1C(=O)NCCN1Cc1cccc(Oc2ccccc2)c1)NCCc1ccncc1` (stereo not given)?
UBC13 inh: -1.8; SENP7 inh: -12.7; beta cell repl: -2.9; SENP6 block: -11.6; SENP8 block-1: -9.8; HKDC1 inhibitor: 3.7; SENP8 block-2: -11.6; PfGluPho inh: 7.5; SENP1 inh: -7.5

The list goes on, starting with the last two of the part before.
How did CCCCn1c(CN2CCN(C(=O)OCC)CC2)nc2c1c(=O)n(C)c(=O)n2C do in these assays?
UBC13 inh: -0.1; SENP7 inh: 5.8; beta cell repl: -1.6; SENP6 block: -6.6; SENP8 block-1: 7.8; HKDC1 inhibitor: -3.6; SENP8 block-2: 2.7; PfGluPho inh: 3.0; SENP1 inh: -0.9

What do the screens show for `O=C(CC1C(=O)NCCN1Cc1cccc(Oc2ccccc2)c1)NCCc1ccncc1` (stereo not given)?
UBC13 inh: -1.8; SENP7 inh: -12.7; beta cell repl: -2.9; SENP6 block: -11.6; SENP8 block-1: -9.8; HKDC1 inhibitor: 3.7; SENP8 block-2: -11.6; PfGluPho inh: 7.5; SENP1 inh: -7.5

Results for O=C(c1ccco1)N1CCCN(Cc2nc(-c3cccs3)no2)CC1 ?
UBC13 inh: 0.1; SENP7 inh: 4.7; beta cell repl: 1.1; SENP6 block: 1.4; SENP8 block-1: 7.0; HKDC1 inhibitor: -5.3; SENP8 block-2: 23.7; PfGluPho inh: -3.9; SENP1 inh: 0.3

What do the screens show for `CCOc1ccc(Br)cc1/C=N/O`?
UBC13 inh: 4.9; SENP7 inh: -20.1; beta cell repl: -3.3; SENP6 block: -13.2; SENP8 block-1: -12.0; HKDC1 inhibitor: 15.8; SENP8 block-2: 10.2; PfGluPho inh: 2.7; SENP1 inh: 2.7

How did COc1ccccc1OC(C)C(=O)Nc1nc(-c2ccc(S(=O)(=O)N3CCOCC3)cc2)cs1 (stereo not given) do in these assays?
UBC13 inh: -4.2; SENP7 inh: -4.1; beta cell repl: 0.2; SENP6 block: -3.0; SENP8 block-1: 0.1; HKDC1 inhibitor: -2.9; SENP8 block-2: -10.8; PfGluPho inh: 23.0; SENP1 inh: 0.9

Results for Cc1cnc(C(=O)OCC(=O)NC(=O)NC(C)C)cn1 ?
UBC13 inh: 12.8; SENP7 inh: -5.1; beta cell repl: -0.1; SENP6 block: 11.1; SENP8 block-1: 0.4; HKDC1 inhibitor: 2.6; SENP8 block-2: 24.8; PfGluPho inh: -25.9; SENP1 inh: 0.5

What do the screens show for `S=c1[nH]nc(-c2ccc3ccccc3n2)n1Cc1ccccc1`?
UBC13 inh: 5.2; SENP7 inh: -4.5; beta cell repl: 8.6*; SENP6 block: -7.2; SENP8 block-1: -2.9; HKDC1 inhibitor: -7.6; SENP8 block-2: -227.2; PfGluPho inh: 33.3; SENP1 inh: 14.5

Results for CCC(CC)c1nnc(NC(=O)CCc2ccccc2OC)s1 ?
UBC13 inh: 0.7; SENP7 inh: 0.1; beta cell repl: 4.2; SENP6 block: -13.0; SENP8 block-1: 9.1; HKDC1 inhibitor: -6.4; SENP8 block-2: 4.3; PfGluPho inh: -1.5; SENP1 inh: 1.5

How did Cc1ccc(NC(=O)C2C3C=CC4(O3)C2C(=O)N(CCCN2CCCCC2)C4C(=O)NC2CCCCC2)cc1C (stereo not given) do in these assays?
UBC13 inh: -7.2; SENP7 inh: -3.7; beta cell repl: 0.0; SENP6 block: -18.9; SENP8 block-1: -6.8; HKDC1 inhibitor: 0.0; SENP8 block-2: 19.0; PfGluPho inh: -11.1; SENP1 inh: 3.2

How did O=C(c1cccc(F)c1)N1CCN(C(=O)C2CC2)CC1 do in these assays?
UBC13 inh: 1.7; SENP7 inh: 1.2; beta cell repl: -4.0; SENP6 block: 0.7; SENP8 block-1: 1.9; HKDC1 inhibitor: -3.3; SENP8 block-2: 29.4; PfGluPho inh: -11.5; SENP1 inh: 0.1

How did C=CCOC(=O)C1=C[C@H](c2coc3ccccc3c2=O)C[C@H](OCCCCO)O1 do in these assays?
UBC13 inh: 0.0; SENP7 inh: -2.5; beta cell repl: -5.1; SENP6 block: -11.1; SENP8 block-1: -1.8; HKDC1 inhibitor: 6.0; SENP8 block-2: 6.2; PfGluPho inh: 11.1; SENP1 inh: 9.3

What do the screens show for `Cc1ccc(-c2nnc(COC(=O)c3ccco3)o2)cc1`?
UBC13 inh: -3.3; SENP7 inh: 41.0; beta cell repl: -2.7; SENP6 block: 40.6; SENP8 block-1: 14.1; HKDC1 inhibitor: 1.8; SENP8 block-2: -1.2; PfGluPho inh: -8.1; SENP1 inh: -0.7

How did COc1c2c(cc3oc(CO[C@@H]4O[C@H](CO)[C@@H](O)[C@H](O)[C@H]4O)cc(=O)c13)O[C@H](C(C)(C)O)C2 do in these assays?
UBC13 inh: 1.8; SENP7 inh: 0.5; beta cell repl: -4.1; SENP6 block: -32.1; SENP8 block-1: -8.6; HKDC1 inhibitor: -5.3; SENP8 block-2: -87.7; PfGluPho inh: -16.9; SENP1 inh: 0.2

What do the screens show for `COc1ccc(Cl)cc1-c1nc(-c2ccc(Br)o2)no1`?
UBC13 inh: -19.8; SENP7 inh: 1.7; beta cell repl: -4.8; SENP6 block: -24.2; SENP8 block-1: -0.7; HKDC1 inhibitor: -4.1; SENP8 block-2: -13.4; PfGluPho inh: -3.6; SENP1 inh: -1.2

What do the screens show for `CSc1nnc(C2CCN(CC(=O)Nc3ccccc3N3CCOCC3)CC2)n1C(C)C`?
UBC13 inh: 4.6; SENP7 inh: 3.9; beta cell repl: 2.6; SENP6 block: -30.7; SENP8 block-1: -1.0; HKDC1 inhibitor: -4.4; SENP8 block-2: 5.5; PfGluPho inh: 5.3; SENP1 inh: -0.3

How did COc1ccccc1C(=O)Nc1cc2cc(Br)ccc2oc1=O do in these assays?
UBC13 inh: 4.9; SENP7 inh: -0.1; beta cell repl: 0.0; SENP6 block: -2.8; SENP8 block-1: 4.1; HKDC1 inhibitor: -5.8; SENP8 block-2: -53.0; PfGluPho inh: 7.8; SENP1 inh: -2.2

Results for COCCN1CCN(C(=O)c2ccc3oc(CCCc4ccccc4)nc3c2)CC1 ?
UBC13 inh: 6.1; SENP7 inh: -8.8; beta cell repl: 5.6; SENP6 block: -9.8; SENP8 block-1: 2.6; HKDC1 inhibitor: -3.5; SENP8 block-2: -1.1; PfGluPho inh: 0.8; SENP1 inh: 1.2

Assay outcomes (PubChem BioAssay)
